High-throughput results deposited in PubChem by several laboratories.
MT1-MMP txn act: MT1-MMP promoter transcription activation | HT1080 MT1-MMP promoter luciferase reporter, luminescence, overnight; hits give high values | 86,000 compounds, 0.16% hits | activation factor at 10 µM;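 active = activation factor of at least 2 for MT1-MMP transcription at 10 µM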
PLAP act: activates human placental alkaline phosphatase; purified PLAP enzyme, luminescent substrate read-out; hits give high values; P05187; activation fold at 20 µM; 96,000 compounds, 1.2% hits; AID 696; in the data active = activation fold above about 2
S1P2 ag: S1P2 (human) receptor agonism; S1P2-expressing cell line, agonist reporter read-out; AID 729; 97,000 compounds, 0.46% hits; O95136; activation, % at 4.5 µM; in the data active = activation above about 16%;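 note: 0% = vehicle low control and 100% = maximal reference agonist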
FAK blocker: FAK (human) kinase inhibition. biochemical FAK kinase activity assay. inhibition, %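 (tested at 7 µM)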. 97,000 compounds, 0.84% hits. AID 727; in the data active = inhibition above about 19%;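 note: 0% = DMSO and 100% = reference compound high control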
PLK1 PBD inh: inhibitors of human Plk1 polo box domain binding; Plk1 PBD phosphopeptide binding, fluorescence polarization; AID 693; inhibition, %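 (tested at about 20 µM)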; 97,000 compounds, 0.13% hits; P53350; in the data active = inhibition above about 34%, passing the limit was not always enough
PLK1 kinase inh: PLK1 (human) kinase inhibition | P53350 | recombinant PLK1 kinase, TR-FRET peptide phosphorylation | inhibition, % at 10 µM | 97,000 compounds, 0.53% hits;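 active = inhibition of 50% or more in the single-concentration screen; inactive = inhibition below 50%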;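 note: 0% = DMSO max control and 100% = H-89 dihydrochloride min control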
S1P2 antag: antagonists of human S1P2 receptor; O95136; cell-based S1P2 antagonist assay, inhibition at 5 uM; inhibition, % at 5 µM; 97,000 compounds, 0.21% hits; AID 736; in the data active = inhibition above about 45%;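 note: CRE beta-lactamase reporter cells expressing human S1P2 stimulated with S1P; 0% = agonist at EC80 alone and 100% = agonist plus reference antagonist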
EphB4 ephrin blk: blocks human EphB4 binding to ephrin-B2. P54760. EphB4 LBD / TNYL-RAW-Alexa532 peptide, fluorescence polarization. inhibition, % at 7 µM. 97,000 compounds, 0.15% hits. AID 720;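 active = inhibition above the screen-wide mean inhibition plus 3 SD, cut at about 15% in these data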;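 note: 0% = DMSO wells and 100% = excess unlabeled TNYL-RAW peptide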
Target sequence (P54760 whole entry, looked up, the tested form may be a part): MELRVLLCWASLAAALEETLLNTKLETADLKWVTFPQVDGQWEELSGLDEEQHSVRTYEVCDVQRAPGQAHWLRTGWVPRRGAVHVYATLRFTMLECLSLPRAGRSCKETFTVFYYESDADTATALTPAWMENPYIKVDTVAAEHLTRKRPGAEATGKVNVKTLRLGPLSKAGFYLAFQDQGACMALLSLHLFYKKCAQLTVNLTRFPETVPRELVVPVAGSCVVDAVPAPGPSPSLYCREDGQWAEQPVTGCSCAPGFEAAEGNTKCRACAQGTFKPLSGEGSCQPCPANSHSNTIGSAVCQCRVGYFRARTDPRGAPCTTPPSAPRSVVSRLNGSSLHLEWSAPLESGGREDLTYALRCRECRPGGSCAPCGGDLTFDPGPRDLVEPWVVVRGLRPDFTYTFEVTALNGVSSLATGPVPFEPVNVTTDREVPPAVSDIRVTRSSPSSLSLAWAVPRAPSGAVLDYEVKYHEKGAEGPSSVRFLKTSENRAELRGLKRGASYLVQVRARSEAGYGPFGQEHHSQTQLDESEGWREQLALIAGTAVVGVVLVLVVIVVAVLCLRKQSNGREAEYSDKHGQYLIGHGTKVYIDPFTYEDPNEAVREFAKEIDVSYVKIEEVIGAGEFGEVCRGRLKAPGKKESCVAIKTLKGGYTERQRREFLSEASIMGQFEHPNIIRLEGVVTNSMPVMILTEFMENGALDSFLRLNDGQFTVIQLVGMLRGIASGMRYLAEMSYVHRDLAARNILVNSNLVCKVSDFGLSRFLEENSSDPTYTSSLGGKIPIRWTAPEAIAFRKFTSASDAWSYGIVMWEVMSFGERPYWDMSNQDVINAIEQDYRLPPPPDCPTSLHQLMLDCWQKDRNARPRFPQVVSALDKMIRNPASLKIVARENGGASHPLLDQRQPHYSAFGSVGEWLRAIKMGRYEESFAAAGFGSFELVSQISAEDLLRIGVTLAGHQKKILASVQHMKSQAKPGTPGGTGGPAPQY
Rev-RRE block: inhibitors of HIV-1 Rev-RRE RNA interaction. P05866. Rev peptide-RRE RNA binding, FRET. inhibition, % at 8 µM. 97,000 compounds, 0.79% hits. AID 704;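 active = inhibition above the screen-wide mean plus 3 SD, cut at about 35% in these data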;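 note: 0% = median DMSO wells and 100% = median Neomycin B control wells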
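Probe or stimulus: fluorescein-Rev peptide as binding partner; assay system: Cy5-tagged RRE RNA duplex with fluorescein-tagged Rev peptide; timing: 5 min compound–RNA preincubation, then 15 min with peptide, 25 °C; medium: HEPES pH 7.5 buffer with KCl, MgCl2, NaCl and EDTA; signal: fluorescein-to-Cy5 FRET, 480 nm excitation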
* hit, by the source's call; nt = not tested or not shown.

SMILES	MT1-MMP txn act	PLAP act	S1P2 ag	FAK blocker	PLK1 PBD inh	PLK1 kinase inh	S1P2 antag	EphB4 ephrin blk	Rev-RRE block
O=C1C(=C2SCCCS2)CC/C1=C\c1ccc(F)cc1	nt	0.8	-3	3	-15	-9	10	-7	0
Cn1c(-c2c(N)n(CCc3ccccc3)c3nc4ccccc4nc23)nc2ccccc21	1.1	2.1*	-8	0	12	-19	59*	-3	44*
COC(=O)c1c(NS(=O)(=O)c2cccs2)sc2c1CCCC2	1	0.8	1	-1	-12	-11	-29	0	-1
O=C(CSc1nnnn1-c1ccc2c(c1)OCCO2)N1CCc2ccccc21	1.1	0.9	-3	-3	31	12	-5	-1	-2
CCc1nc(Nc2ccc3c(c2)OCCO3)c2oc3ccccc3c2n1	1	0.9	0	0	8	-5	-15	4	11
Cc1cccc2cc(C(c3nnnn3Cc3ccccc3)N3CCN(c4ccccc4)CC3)c(=O)[nH]c12 (stereo unspecified)	1	1.7	-4	4	-9	6	18	-3	2
NC(=O)C1CCN(C(=O)c2ccc(NC3=NC4CS(=O)(=O)CC4S3)cc2)CC1 (stereo unspecified)	nt	0.8	0	-2	17	-7	-1	7	5
OC1(C(F)(F)F)CC(O)(C(F)(F)F)n2nc(-c3ccccc3)cc2N1 (stereo unspecified)	1.2	0.9	-3	8	18	-4	16	7	2
CN1CCN(C(=O)C2CC(c3ccc(F)cc3)=NO2)CC1 (stereo unspecified)	nt	1.1	-3	4	-13	-18	13	-1	4
O=C(NCCc1ccccc1)C1CCCN1S(=O)(=O)c1ccc(F)cc1 (stereo unspecified)	1.2	nt	-3	1	2	-7	-13	-9	1
CC(=O)OC(C(=O)NCCc1ccccc1)c1cccnc1 (stereo unspecified)	1.1	0.8	-6	-2	-7	-3	-11	-7	8
CCc1nc2oc3ccccc3c(=O)c2c(=O)n1Cc1ccc(OC)cc1	1.3	0.8	-7	3	21	-8	-9	8	16
O=C(N/N=C\c1ccc(Cl)cc1)c1sccc1-n1cccc1	nt	0.8	-8	11	33	-18	-1	2	1
Cc1cc(C)c(C)c(Cn2c(CO)nc3ccccc32)c1C	1.2	nt	-3	2	10	-15	-9	1	7
O=C(O)c1ccccc1NS(=O)(=O)c1cccc2cccnc12	1.1	0.8	-3	-1	10	-16	-21	3	7
CCOCCn1c(-c2ccc(OC)cc2)nc2ccccc21	1.5	0.8	3	-9	-2	-20	12	-3	2
Cc1cc(C)nc(SCc2nc3ncccn3c2Br)n1	1.2	0.9	-8	-1	-13	-11	-8	-7	-1
COCCNC(=O)C(c1ccc(C)o1)N(C(=O)c1snc(C(N)=O)c1N)c1ccc(C)c(C)c1 (stereo unspecified)	1.2	1.6	-4	23*	-8	-22	18	4	3
CCS(=O)(=O)N1CCCC(C(=O)NCc2cccnc2)C1 (stereo unspecified)	1	0.8	-3	-2	8	-12	5	-9	6
COC(=O)c1cn(C(=O)c2cccs2)c2ccccc12	0.9	0.9	-4	-1	-1	-13	-4	-3	5
Cc1cc(C(C)(C)C)ccc1OCCN1CCCC1	1	1.4	-1	-2	5	-5	-13	0	-2
Cc1ccsc1CNn1cnnc1SCc1ccc(Cl)cc1	1.2	nt	-4	-1	-2	-6	-27	-4	8
Cc1cccc(Nc2nc(N)nc(CN3CCN(c4ccc(F)cc4)CC3)n2)c1	1.2	1.1	-13	2	-7	-10	10	-1	4
c1ccc(-c2noc(CSc3nnnn3-c3ccccc3)n2)cc1	nt	0.7	-2	0	35	7	11	2	6

Ordered by formula weight (smallest number first): part of the list above.
SMILES	MT1-MMP txn act	PLAP act	S1P2 ag	FAK blocker	PLK1 PBD inh	PLK1 kinase inh	S1P2 antag	EphB4 ephrin blk	Rev-RRE block
Cc1cc(C(C)(C)C)ccc1OCCN1CCCC1	1	1.4	-1	-2	5	-5	-13	0	-2
COC(=O)c1cn(C(=O)c2cccs2)c2ccccc12	0.9	0.9	-4	-1	-1	-13	-4	-3	5
CN1CCN(C(=O)C2CC(c3ccc(F)cc3)=NO2)CC1 (stereo unspecified)	nt	1.1	-3	4	-13	-18	13	-1	4
Cc1cc(C)c(C)c(Cn2c(CO)nc3ccccc32)c1C	1.2	nt	-3	2	10	-15	-9	1	7
CCOCCn1c(-c2ccc(OC)cc2)nc2ccccc21	1.5	0.8	3	-9	-2	-20	12	-3	2
CC(=O)OC(C(=O)NCCc1ccccc1)c1cccnc1 (stereo unspecified)	1.1	0.8	-6	-2	-7	-3	-11	-7	8
CCS(=O)(=O)N1CCCC(C(=O)NCc2cccnc2)C1 (stereo unspecified)	1	0.8	-3	-2	8	-12	5	-9	6
O=C(O)c1ccccc1NS(=O)(=O)c1cccc2cccnc12	1.1	0.8	-3	-1	10	-16	-21	3	7
O=C(N/N=C\c1ccc(Cl)cc1)c1sccc1-n1cccc1	nt	0.8	-8	11	33	-18	-1	2	1
c1ccc(-c2noc(CSc3nnnn3-c3ccccc3)n2)cc1	nt	0.7	-2	0	35	7	11	2	6
Cc1cc(C)nc(SCc2nc3ncccn3c2Br)n1	1.2	0.9	-8	-1	-13	-11	-8	-7	-1
Cc1ccsc1CNn1cnnc1SCc1ccc(Cl)cc1	1.2	nt	-4	-1	-2	-6	-27	-4	8
CCc1nc2oc3ccccc3c(=O)c2c(=O)n1Cc1ccc(OC)cc1	1.3	0.8	-7	3	21	-8	-9	8	16
OC1(C(F)(F)F)CC(O)(C(F)(F)F)n2nc(-c3ccccc3)cc2N1 (stereo unspecified)	1.2	0.9	-3	8	18	-4	16	7	2
Cc1cccc(Nc2nc(N)nc(CN3CCN(c4ccc(F)cc4)CC3)n2)c1	1.2	1.1	-13	2	-7	-10	10	-1	4

(cont.)
SMILES	MT1-MMP txn act	PLAP act	S1P2 ag	FAK blocker	PLK1 PBD inh	PLK1 kinase inh	S1P2 antag	EphB4 ephrin blk	Rev-RRE block
CCOC(=O)c1sc(NC(=O)c2ccc(Cl)s2)cc1C	1.3	0.9	-3	-11	10	-87	11	0	9
CN(C)c1ccc(/C(=N\O)C(F)(F)F)cc1	1.3	1.1	-4	3	-4	-3	18	1	9
COc1ccc(CNC(=O)CSc2nnc(Cn3nnc4ccccc43)n2C)cc1	1.3	0.9	0	-1	-8	-7	-13	-1	-2
COc1cccc(CNc2cnc3ccccc3c2)c1O	1.5	nt	-1	0	3	-11	-32	-6	4
CCC(=O)c1ccc(OCC(O)CN2CCN(c3ccc(F)cc3)CC2)cc1 (stereo unspecified)	nt	0.8	-6	-5	27	5	-2	-4	4
COc1ccc(CSc2nnc(N)s2)cc1F	1	0.8	-5	-5	16	-4	18	0	7
Cc1ccc(C(=O)CC2(O)C(=O)N(C)c3ccc(Br)cc32)c(C)c1 (stereo unspecified)	1.1	1.1	-5	6	3	-15	13	-7	15
Cc1ccc(OC(=S)Nc2ccc(F)cc2)cc1	1	nt	-6	0	0	-6	1	-13	7
O=C(c1cc(-c2cccs2)on1)N1CCOCC1	1.3	1	1	-5	16	-6	-11	9	6
COc1cccc(CNC(=O)C2=C(C)C(=O)OC23CCC(C)CC3)c1 (stereo unspecified)	nt	1.1	-3	1	-14	-4	-13	2	3
O=C(COc1cc(Cl)c(Cl)cc1Cl)NC(=O)NC1CCCC1	1.1	0.9	-2	1	-7	-10	-17	-1	18
COc1cccc(NC(=O)CCN2CCN(C)CC2)c1	1.2	1.1	-9	0	29	-9	16	0	8
CCCNC(=O)c1cc(-c2ccc(Br)cc2)on1	1.5	1	-3	-5	15	-16	-12	-11	1
COc1ccc(N(CC(=O)Nc2cccc(C)c2C)S(=O)(=O)c2c(C)n[nH]c2C)cc1	1.2	1.8	-3	-3	-20	7	15	1	5
CCCS(=O)(=O)N1CCC(C(=O)NCCCOC)CC1	1.2	1.1	-1	2	23	-9	4	-4	2
CC1(C)Oc2ccc3ccc(=O)oc3c2/C(=C/N)C1=O	1.1	0.9	-10	7	11	3	-29	-12	-4
C=CCOc1nc(-c2ccncc2)nc2ccccc12	1	1.2	-3	9	10	14	-23	-3	12
COc1ccccc1/C=C/CN1CCOCC1	1.1	0.9	-6	-1	-9	-10	17	-5	5
Cc1ccc(C(=O)NNC(=O)C2CCN(Cc3ccccc3)CC2)cc1	nt	2.1*	-10	-8	-14	-2	4	-4	-1
Cc1cc(NC(=O)c2ccccc2Oc2ccccc2)no1	1.1	0.9	-5	3	-29	-4	-8	0	3
COC(=O)NCC(c1cccnc1)N1CCOCC1 (stereo unspecified)	1.1	nt	-7	-1	-24	-2	21	-1	9
Cc1c(C)n(C(=O)CN2CCC(C)CC2)c2ccccc12	1.1	1	-11	4	-13	-9	7	9	4
Cc1cc(C)c2c(n1)sc1c(=O)[nH]c(SCc3ccccc3)nc12	nt	1.5	-3	-6	-17	-11	13	-4	6
Cc1ccccc1OCC(O)Cn1nnc2ccccc21 (stereo unspecified)	2*	nt	-8	-2	-6	-11	-3	2	-1
O=C(CN1CCC(Cc2ccccc2)CC1)NC(=O)NCc1ccco1	1.1	1.3	2	6	2	-10	24	6	10
CN(C)S(=O)(=O)c1ccc(C(=O)Nc2ccccc2C(=O)O)cc1	1.1	nt	-5	-1	-6	-7	-10	2	-1
NC(=O)c1ccccc1OCCOCCOCCOc1ccccc1C(N)=O	1.1	0.8	-4	1	-25	-12	14	4	-1
Cn1nnnc1SCCNCC#Cc1ccccc1	1.1	1	-4	-2	8	0	-6	-9	2
COc1cccc2cc(C(=O)N3CCN(c4ccc(C)cc4C)CC3)c(=O)oc12	1.1	1.4	-4	-12	-24	-6	7	4	5
Cc1cc(=O)c2ccc3ccccc3c2[nH]1	1.2	0.9	-3	1	12	0	-8	-1	8
O=C(Nc1nc(-c2cccs2)cs1)c1ccc(Cl)cc1	1.4	0.9	-2	-3	-8	1	-2	4	10
C=CCn1c(SCC(=O)Nc2cc(C)c(Cl)cc2OC)nnc1-c1ccco1	1.1	0.9	-5	2	-4	-11	-6	-1	10
CC1N(O)C(C)(C)C(c2ccccc2)=[N+]1[O-] (stereo unspecified)	1	nt	-4	2	-3	-7	-2	4	9
CCN(CC)S(=O)(=O)c1cccc(-c2nnc(SCCCC(=O)c3ccc(F)cc3)o2)c1	1.1	1.6	-5	0	20	-1	-28	-5	5
O=C(O)c1cscn1	1.1	1	0	0	16	-3	6	5	5
COc1ccnc(Oc2ccc(C)cc2)c1C#N	nt	1.2	3	-7	-38	-3	8	2	7
O=C(CSc1nnnn1-c1ccc2c(c1)OCCO2)Nc1nc2c(s1)CCCC2	1.1	0.8	-7	29*	16	-13	17	6	13
O=C(COc1ccccc1)NCCn1ccc2ccccc21	1.1	nt	-3	2	-12	-6	-8	-6	1
Cn1c(=O)c2c(nc(SCCN3CCOCC3)n2Cc2ccccc2)n(C)c1=O	1.2	nt	-3	2	-3	-10	5	1	3
CC1(C)NC(=O)N(CC(O)COC2CCCCC2)C1=O (stereo unspecified)	1.1	1.1	-3	2	-20	7	7	-2	3
CC(C)n1nc(C(=O)OCC(=O)c2c[nH]c3ccccc23)c2ccccc2c1=O	1.2	1	9	-1	12	1	-60	-2	18
Cc1ccc(S(=O)(=O)N/N=C/C(C)(C)CO)cc1	nt	0.9	-3	-4	10	3	5	-3	5
